Screens (PubChem BioAssay)
Mcl1 Bid PPI – disrupts binding of human Mcl-1 to Bid peptide; TR-FRET Mcl-1/Bid-Dy647 peptide binding, 1536-well; Q07820; inhibition, % at 21.7 µM; AID 1021; hit rate 0.97% among 220,000;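 active means compounds that cut the binding signal by more than half at the single screening dose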;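 further: His-tagged Mcl-1 with europium anti-His antibody binding Bid BH3 peptide; 0% = Mcl-1 plus peptide wells and 100% = peptide-only wells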
Target sequence (Q07820 whole entry, looked up): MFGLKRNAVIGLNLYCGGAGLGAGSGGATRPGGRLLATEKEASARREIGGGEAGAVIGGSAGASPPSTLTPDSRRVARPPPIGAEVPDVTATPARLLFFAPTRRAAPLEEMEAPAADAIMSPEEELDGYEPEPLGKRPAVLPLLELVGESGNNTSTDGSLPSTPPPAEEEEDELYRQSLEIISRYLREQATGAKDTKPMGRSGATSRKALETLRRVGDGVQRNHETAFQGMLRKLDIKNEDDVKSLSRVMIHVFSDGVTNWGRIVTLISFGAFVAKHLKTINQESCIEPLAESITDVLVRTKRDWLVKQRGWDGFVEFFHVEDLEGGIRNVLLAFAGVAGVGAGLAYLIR
Bfl-1 Bim block – human Bim-Bfl-1 interaction inhibition. AID 1008. Bead-based flow cytometry, Bim-Bfl-1 binding inhibition. hit rate 0.12% among 190,000. inhibition, % at 10 µM;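 further: 0% = wells without compound plus tracer and 100% = blocker peptide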
RGS7-Gao – modulates binding of RGS7 to human Galphao. Multiplexed bead flow cytometry; actives lie on both sides. hit rate 0.35% among 220,000. binding response (% of control), % at 10 µM. P09471; in the data active means binding response below about 49% or above about 150%; inconclusive means no clear call, values can overlap the other calls; inactive means in between;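 further: fluorescent Galphao held in activated GDP-AlF4 state binding bead-coupled RGS7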
Target sequence (P09471 whole entry, looked up): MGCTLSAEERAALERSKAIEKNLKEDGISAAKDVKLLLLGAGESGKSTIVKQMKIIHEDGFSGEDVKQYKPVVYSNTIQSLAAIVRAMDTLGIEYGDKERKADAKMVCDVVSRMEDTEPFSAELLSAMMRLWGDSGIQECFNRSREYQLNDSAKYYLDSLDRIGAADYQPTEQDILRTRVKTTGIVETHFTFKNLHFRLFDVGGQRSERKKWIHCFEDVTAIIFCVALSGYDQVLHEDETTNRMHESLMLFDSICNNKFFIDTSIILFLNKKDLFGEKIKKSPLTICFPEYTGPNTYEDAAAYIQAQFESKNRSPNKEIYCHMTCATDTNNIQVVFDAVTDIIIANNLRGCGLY
Bim-Bcl-XL – inhibitors of Bim-Bcl-XL interaction, human; AID 1007; inhibition, % at 10 µM; Bim peptide-Bcl-XL binding, bead flow cytometry, fluorescence; hit rate 0.04% among 190,000
RGS8-Gao reg – human RGS8-Galphao interaction regulation; response (percent of control binding), % at 10 µM; hit rate 0.34% among 220,000; multiplexed bead flow cytometry, RGS8-Galphao binding; actives lie on both sides; AID 1423; in the data active means response below about 60% or above about 140%; inactive means in between;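 further: Galphao activated as the GDP aluminium fluoride complex binding bead-coupled RGS8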
Bim-Bcl-2 – disrupts Bim peptide binding to human Bcl-2; P10415; Bead-based flow cytometry, Bim peptide-Bcl-2 binding; inhibition, % at 10 µM; hit rate 0.06% among 190,000; AID 950; in the data active means inhibition above about 40%; inconclusive means no clear call, values can overlap the other calls;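 further: 0% = no compound wells with probe peptide and 100% = reference peptide inhibitor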
Bim-Bcl-B – human Bim-Bcl-B interaction inhibition. bead-based flow cytometry, Bim peptide-Bcl-B binding. inhibition, % at 10 µM. hit rate 0.073% among 190,000. AID 951;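 further: 0% = tracer peptide without compound and 100% = reference inhibitor peptide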
Target sequence (Q9HD36 whole entry, looked up): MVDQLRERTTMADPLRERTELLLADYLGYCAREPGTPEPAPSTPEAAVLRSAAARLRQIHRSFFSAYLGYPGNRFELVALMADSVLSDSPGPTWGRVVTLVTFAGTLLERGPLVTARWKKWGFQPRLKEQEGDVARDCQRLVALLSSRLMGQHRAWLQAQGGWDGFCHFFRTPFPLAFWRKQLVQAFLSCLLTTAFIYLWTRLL
RGS4-Gao reg – human RGS4-Galphao interaction regulation; P09471; Multiplexed bead flow cytometry, RGS4-Galphao binding; actives lie on both sides; binding response (% of control), % at 10 µM; hit rate 0.33% among 220,000; AID 1415; in the data active means binding response below about 49% or above about 150%; inactive means in between;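 further: fluorescent Galphao activated with aluminum fluoride binding bead-coupled RGS4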
GSH bead fluor – GSH bead compound fluorescence profile; GSH beads flow cytometry, compound fluorescence 488/530 nm; active compounds read high; fluorescence (KMESF) at 10 µM; hit rate 0.25% among 190,000; in the data active means fluorescence above about 89;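 further: glutathione beads carrying GST-tagged Bcl family fusion proteins plus one bare bead set; values are compound well signal with DMSO vehicle wells as background; inactives centre near 16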
Bcl-W Bim block – inhibitors of Bim-Bcl-W interaction, human. bead-based flow cytometry, Bim peptide-Bcl-W binding. hit rate 0.02% among 190,000. AID 952. Q92843. inhibition, % at 10 µM;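 further: 0% = bound tracer without compound and 100% = peptide blocker; higher means less fluorescent Bim peptide bound to Bcl-W beads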
Mcl-1 Bim block – human Bim-Mcl-1 interaction inhibition; inhibition, % at 10 µM; Bead-based flow cytometry, Bim peptide-Mcl-1 binding; hit rate 0.1% among 190,000; Q07820; AID 1009;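 further: 0% = no compound tracer wells and 100% = peptide blocker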
Active calls of the source: *; ? = inconclusive; & = joins results of further samples. Unless noted, no stated cut-off is given here; in the data, active means inhibition above about 40%. Outcome played no part in choosing rows. About 1.8% of those tested had a hit in this group.

SMILES	Mcl1 Bid PPI	Bfl-1 Bim block	RGS7-Gao	Bim-Bcl-XL	RGS8-Gao reg	Bim-Bcl-2	Bim-Bcl-B	RGS4-Gao reg	GSH bead fluor	Bcl-W Bim block	Mcl-1 Bim block
CS(=O)(=O)Nc1ccccc1C(=O)NCc1ccco1	-5	-5	91	0	96	-3	-4	92	10	4	2
COc1cc(CCCN2C(=S)NC[C@@H]2Cc2ccccc2)cc(OC)c1OC	-10	-2	112	0	106	1	-7	105	20	0	1
Cc1c(C(=O)O)cnc2cc(-c3ccc(Cl)cc3)nn12	6	-9	99	-4	100	-5	-4	99	13	-1	0
COc1ccc(-n2ncc3c(NCc4ccco4)ncnc32)cc1	-5	0	99	-1	101	1	-1	101	13	0	-1
CCOc1ccc(C(=O)NC(=S)Nc2ccc(NC(=O)c3ccco3)c(C)c2)cc1[N+](=O)[O-]	-5	-13	101	-12	101	-9	-12	101	13	-9	-9
NC(=O)c1c(-c2ccc(Cl)cc2Cl)csc1NC(=O)Cc1ccccc1	-2	-17	102	-5	104	-13	-10	101	9	-2	-4
CC(C)(C)NC(=O)N1CCn2cccc2C1c1ccccc1F (configuration not stated)	-5	-9	99	-3	98	-3	-5	100	8	-5	-2
CC(=O)OC[C@H]1O[C@H](CCO/N=C(\C)CCN2CCCc3nc(C)c(C)cc32)C=C[C@@H]1OC(C)=O	-6	-4	96	-3	87	-6	-6	90	17	-5	0
COc1ccc(CCNC(=O)C(=O)N2CCCC2)cc1OC	-22	-1	100	0	99	0	0	99	16	0	0
O=C(N/N=C/c1cccc([N+](=O)[O-])c1)C1COc2ccccc2O1 (configuration not stated)	-1	-2	111	-2	101	-5	-6	99	23	-3	1
O=S(=O)(NCC1CCCO1)c1cccc(S(=O)(=O)N2CCCC2)c1 (configuration not stated)	8	17	104	4	103	11	10	106	30	0	4
CN1CCN(C(=O)c2ccccc2NC(=O)CCN2C(=O)c3ccccc3C2=O)CC1	-29	-13	100	-4	101	-5	-8	101	35	0	-3
CCCn1c(-c2ccccc2)cc(SC)c(C#N)c1=O	12	-2	98	0	99	0	0	98	10	0	1
Nc1nnc(SCC(=O)NC23CC4CC(CC(C4)C2)C3)s1	-16	2	97	0	98	1	-2	100	24	0	-3
O=C1c2ccccc2NC2(CCCCC2)N1c1ccc(O)cc1	-14	-1	106	-3	100	-2	0	104	13	0	-1

Just Bim-Bcl-XL and Mcl1 Bid PPI, for some of the entries so far:
Structure | Bim-Bcl-XL | Mcl1 Bid PPI
O=S(=O)(NCC1CCCO1)c1cccc(S(=O)(=O)N2CCCC2)c1 (configuration not stated) | 4 | 8
CN1CCN(C(=O)c2ccccc2NC(=O)CCN2C(=O)c3ccccc3C2=O)CC1 | -4 | -29
CCCn1c(-c2ccccc2)cc(SC)c(C#N)c1=O | 0 | 12
Nc1nnc(SCC(=O)NC23CC4CC(CC(C4)C2)C3)s1 | 0 | -16

More compounds follow:
SMILES	Mcl1 Bid PPI	Bfl-1 Bim block	RGS7-Gao	Bim-Bcl-XL	RGS8-Gao reg	Bim-Bcl-2	Bim-Bcl-B	RGS4-Gao reg	GSH bead fluor	Bcl-W Bim block	Mcl-1 Bim block
O=C1c2ccccc2C(Nc2ccc(S(=O)(=O)N3CCCCC3)cc2)N1Cc1ccco1 (configuration not stated)	4	-9	103	-6	99	-8	-8	109	21	-2	-4
O=C(/C=C/c1ccco1)N/C(=C\c1ccco1)C(=O)NCCc1nc2ccccc2[nH]1	-98	0	97	-6	102	-3	-8	98	11	-2	-6
O=C(NC(=S)N1CCCCCC1)C1CC1	-60	1	101	-5	101	0	-8	99	4	-1	-5
COc1ccc(CCNC(=O)c2sc3ccccc3c2Cl)cc1OC	14	-7	102	-4	101	-7	-8	100	13	0	-1
CC1CCCC(C)N1C(=O)COc1ccc(-c2nnco2)cc1 (configuration not stated)	3	-1	101	-2	97	-1	-1	99	33	-1	-3
O=C(CNC(=O)C1CCCCC1)OCn1nnc2ccccc2c1=O	-46	-4	?	-4	99	-2	-5	100	17	0	-3
Cc1ccc(Cl)cc1N1CCN(C(=O)c2cc3c(=O)[nH]c4ccccc4c3n2C)CC1	2	1	93	-2	78	2	-1	89	22	1	0
COc1ccc(Cl)cc1NC(=O)C1CC(=O)N(c2ccc(F)cc2)C1 (configuration not stated)	3	-13	95	-10	100	-12	-10	102	30	-4	-1
N#Cc1cc([N+](=O)[O-])ccc1N1CCCC1	-53	-1	101	-5	104	0	-1	100	11	-3	-3
CCOC(=O)NC(=O)CN1C(=O)NC(C)(c2ccccc2)C1=O (configuration not stated)	-45	0	95	0	100	-1	1	100	7	-1	-1
C=CCn1c(SCC(=O)Nc2nnc(C)s2)nnc1-c1cccnc1	-18	2	99	0	88	0	0	98	11	1	0
CCOCCCNC(=O)C1CCN(S(=O)(=O)c2ccc(C)cc2)CC1	1	-4	95	-10	100	0	-8	98	15	-4	-6
O=C(CNC(=O)c1ccc(S(=O)(=O)N2CCCC2)cc1)N/N=C/c1c(Cl)cccc1Cl	1	-2	99	-7	100	-1	-7	99	9	-4	-5
COc1ccc(C(=O)COC(=O)CN2C(=O)C3C4C=CC(C4)C3C2=O)cc1 (configuration not stated)	-24	-5	103	-3	102	-1	-5	100	42	-5	-2
COc1ccc(OC)c(NC(=O)CNC(=O)c2ccc([N+](=O)[O-])cc2)c1	-8	-3	103	2	101	1	-3	107	24	1	0
CCOC(=O)N1CCC(N2C(=O)c3ccccc3C2Nc2ccc(S(=O)(=O)N3CCCCC3)cc2)CC1 (configuration not stated)	-2	2	107	-5	99	-3	-1	102	12	-6	11
O=C(/C=C/c1cc([N+](=O)[O-])ccc1OC(F)F)Nc1cccc(OC(F)F)c1	-6	-2	103	-7	102	0	-3	105	12	-6	-5
NC1=NC(=O)/C(=C/c2cn(Cc3ccccc3)c3ccccc23)S1	3	-2	96	-7	97	-6	-4	99	13	0	-2
COC(=O)c1ccccc1NC(=O)CN1CCC(C)CC1	-10	-4	?	-2	101	0	-2	98	19	0	-1
O=C(c1ccc(C(=O)N2CCCc3ccccc32)s1)N1CCCc2ccccc21	-22	-14	99	6	102	-13	-7	100	28	-2	0
O=C(c1ccc(O)cc1)c1ccc(C(=O)c2ccc(O)cc2)cc1	-32&-4	-18	?	-3	101&99	-9	-12	105&98	23	-1	-3
CCC(=O)NC1(C(F)(F)F)C(=O)Nc2c1c(=O)[nH]c(=O)n2Cc1ccco1 (configuration not stated)	-26	0	94	0	86	-2	-1	89	14	0	-4
Cc1cccn2cc(CNC(=O)c3ccc(Br)o3)nc12	-10	-6	99	-2	100	-2	0	104	19	3	2
Cc1nn(Cc2ccc([N+](=O)[O-])cc2)c(=O)n1-c1ccc(F)cc1	-18	-2	99	1	103	0	0	101	13	0	0
CCN1CCN(C(=O)c2cc3cc4cc(OC)ccc4nc3s2)CC1	-3	-2	96	0	98	-2	0	103	15	0	-1
O=C(Nc1ccc(F)cc1)c1csc(Cc2ccccc2)n1	-4	-8	101	-4	102	-3	-6	102	16	-2	-5
C(=N\N1CCN(Cc2ccccc2)CC1)/c1cccs1	-43	-2	100	-4	102	-4	-6	101	15	0	1
CSc1cccc(NC(=S)N(Cc2ccc(C)cc2)Cc2cccnc2)c1	-19	-3	102	-3	104	-1	-4	106	21	-2	2
Cc1ccc(S(=O)(=O)N[C@H](C(=O)N2CCC(C(=O)N3CCC[C@H]3C(=O)O)CC2)C(C)C)cc1	3	-5	98	-7	102	-6	-6	102	27	-5	-5
CC(C)=CC[N+]1(C)CCCCC1	3	-13	98	-8	100	-13	-10	99	20	-6	-2
Nc1nc(SCC(=O)NCc2ccc(F)cc2)[nH]c(=O)c1NC(=O)c1ccc(Cl)cc1	-19	1	101	-5	100	3	-7	103	6	-2	-4
CC1CN(S(=O)(=O)c2cccc(C(=O)NN3CCN(C)CC3)c2)CC(C)O1 (configuration not stated)	-4	-8	99	-4	105	-7	-8	101	11	-4	-3
C/C(=N\Nc1nc(C)cc(C)n1)c1ccc(N2CCOCC2)cc1	-10	-3	102	-3	100	-2	-5	97	7	0	-1
C=CCOc1ccc(CNC(C)(C)CO)cc1OCC	-22	0	107	-4	106	0	0	114	10	1	3
O=c1c2cccnc2[nH]c(=S)n1CCCN1CCN(c2ccccc2F)CC1	-90	-4	102	-1	103	-2	-3	100	14	-1	-4
CC1(C)Cc2c(sc(NC(=O)c3ccco3)c2C#N)CO1	-64	-1	-35*	-1	2.6*	-1	0	-105*	13	-2	0
COC(=O)c1c(NC(=O)CC2Nc3ccccc3NC2=O)sc(C)c1C (configuration not stated)	-74	-10	93	-6	98	1	-5	94	53	4	2
CCOC(=O)CSc1nc(=O)n2ccc(C)cc2n1	-10	-5	97	1	100	-2	2	101	12	0	0
CCN(CC)CCNC(=O)c1ccc(NC2=NC3CS(=O)(=O)CC3S2)cc1 (configuration not stated)	-28	-11	100	-1	99	-5	-5	100	19	0	0
Cc1cccc(NC(=O)c2ccc(-n3ccnc3)nc2)c1	-5	-11	102	-12	103	-10	-7	99	51	2	-3
COc1ccc(N2CCN(C(=O)CN(C)S(=O)(=O)c3ccc4c(c3)c(=O)n(C)c(=O)n4C)CC2)cc1	-31	-1	86	1	94	0	1	94	10	2	1
Cc1csc(SCC(=O)N(C)c2c(N)n(Cc3ccccc3)c(=O)[nH]c2=O)n1	-18	-5	100	-4	104	-4	-7	104	16	-6	-2
CCOc1ccc(CCNC(=O)CCS(=O)(=O)c2ccc(OC)cc2)cc1OCC	-4	-2	98	1	97	0	-1	101	13	1	2
N#Cc1cnc2sc3ccccc3n2c1=N	7	-12	102	-9	98	-7	-8	103	34	2	-1
O=C(COc1ccccc1)Nc1ncc2c(n1)CCCC2=O	4	-12	102	-8	103	-7	-7	102	21	-1	-1

RGS4-Gao reg, hit marks shown above.
SMILES	Mcl1 Bid PPI	Bfl-1 Bim block	RGS7-Gao	Bim-Bcl-XL	RGS8-Gao reg	Bim-Bcl-2	Bim-Bcl-B	RGS4-Gao reg	GSH bead fluor	Bcl-W Bim block	Mcl-1 Bim block
CC1(C)Cc2c(sc(NC(=O)c3ccco3)c2C#N)CO1	-64	-1	-35*	-1	2.6*	-1	0	-105*	13	-2	0

(continued)
SMILES	Mcl1 Bid PPI	Bfl-1 Bim block	RGS7-Gao	Bim-Bcl-XL	RGS8-Gao reg	Bim-Bcl-2	Bim-Bcl-B	RGS4-Gao reg	GSH bead fluor	Bcl-W Bim block	Mcl-1 Bim block
O=C(CNC(=O)c1cccs1)NCC(=O)OCc1ccc(Cl)cc1	-10	-12	102	7	103	-10	-6	105	24	0	-1
O=C(CC1C(=O)NCCN1C/C=C/c1ccccc1)NCCc1ccncc1 (configuration not stated)	-39	-4	?	0	101	-1	-4	102	19	-3	-2
CCCN(CC(=O)Nc1ccccc1C)C(=O)/C=C/c1cccs1	-10	-17	117	-2	109	-6	-6	111	11	-2	2
CN(C)c1cccc(C(=O)NCC2CCCO2)c1 (configuration not stated)	-51	-1	91	0	94	-4	0	92	19	-2	-2
O=C(Cc1cccc2ccccc12)N/N=C/c1ccc(Sc2cccc3cccnc23)o1	7	-11	102	-7	98	-9	-10	99	37	4	0
O=c1c2ccccc2nc2n1CCCN2	3	-5	100	0	104	0	0	98	10	2	1
CCCCn1c(NC(C)CC)nc2c1c(=O)[nH]c(=O)n2C (configuration not stated)	-37	7	103	0	105	5	1	104	4	-5	-2
O=C(NCCN1CCOCC1)c1ccccc1Oc1ccccc1	-5	-14	102	2	100	-8	-2	98	24	0	-3
COc1ccc(C(=O)CSc2nnc(CCc3ccccc3)n2-c2ccccc2)cc1	9	-4	98	-1	115	-3	0	104	30	-3	-2
